Bioassay records (PubChem BioAssay)
KCNH2 WT inh: qHTS for Inhibitors of KCHN2 3.1: Wildtype qHTS | Voltage-gated inwardly rectifying potassium channel KCNH2 (Homo sapiens), Q12809 | U2OS, BacMam KCNH2, thallium flux FluxOr; stronger effect = lower value | activity change, % at 1.84 µM | 0.37% of 340,000 active;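 active = maximum activity change below -70%; inconclusive = maximum activity change between -70% and -50%; inactive = maximum activity change above -50%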; note: % is set by controls: 0 for no effect and ±100 for the full control effect
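U2OS cells transduced with wild-type KCNH2 virus are loaded with FluxOr dye for 45 min, and thallium flux is measured in kinetic reads before and after stimulation buffer. Rate constants are normalized to DMSO controls.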
Menin-MLL TR inh: qHTS Assay for Inhibitors Targeting the Menin-MLL Interaction in MLL Related Leukemias: Competition With Texas Red Labeled MLL-derived Mutant Peptide; O00255; Menin + Texas Red MLL mutant peptide, fluorescence polarization; Potency, µM (doses to about 61.6 µM), for the others: at the top dose FP activity change, negative = inhibition, usual class: inhibitors; 0.23% of 270,000 active; AID 1768, 2009; active = well fitted inhibition curve with a large enough effect in the polarisation, with a control signal flat, not every such curve was filed as active; inconclusive = small, poorly fitted or top-dose-only effect, or effect the other way, or a change in a side signal; inactive = no such curve, though single readings can be large or run the other way; the % refers to the polarisation; note: potency is the fitted concentration of half-maximal effect; % of control where 0% means no effect; many of its hits are not listed in these tables
Eya2 phos inh: qHTS Assay for Inhibitors of the Phosphatase Activity of Eya2; Protein phosphatase EYA2 (Homo sapiens), O00167; recombinant Eya2, OMFP fluorescence dephosphorylation (OMFP is methylfluorescein phosphate); Potency, µM (doses to about 76.9 µM), inactives show at the highest dose activity, negative = inhibition, most hits filed as inhibitors; 0.006% of 330,000 active; note: potency is the fitted concentration of half-maximal effect; % is set by controls: 0 for no effect and ±100 for the full control effect
Target sequence (O00167 whole entry, looked up): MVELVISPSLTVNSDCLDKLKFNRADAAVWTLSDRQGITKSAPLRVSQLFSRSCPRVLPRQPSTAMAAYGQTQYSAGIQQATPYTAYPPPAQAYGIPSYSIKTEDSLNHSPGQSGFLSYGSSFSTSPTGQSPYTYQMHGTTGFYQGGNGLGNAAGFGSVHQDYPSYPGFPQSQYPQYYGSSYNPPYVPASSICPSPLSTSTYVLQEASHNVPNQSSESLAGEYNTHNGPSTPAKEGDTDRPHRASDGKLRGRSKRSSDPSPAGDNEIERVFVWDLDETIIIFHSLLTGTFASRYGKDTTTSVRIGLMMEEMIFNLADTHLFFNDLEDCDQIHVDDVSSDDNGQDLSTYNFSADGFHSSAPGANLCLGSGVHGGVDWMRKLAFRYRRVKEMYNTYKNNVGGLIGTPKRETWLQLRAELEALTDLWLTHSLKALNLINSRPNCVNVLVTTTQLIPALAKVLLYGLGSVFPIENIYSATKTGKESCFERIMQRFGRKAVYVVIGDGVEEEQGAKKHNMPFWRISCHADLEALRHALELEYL
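Eya2 (0.2 uM) preincubated 10 min at ambient with compound, then OMFP substrate added at 50 uM; 10 min reaction in 50 mM HEPES pH 7.5, 50 mM NaCl, 5 uM MgCl2, 0.05% BSA, 1 mM DTT. Fluorescence read at Ex 485/Em 525 nm.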
GALK inhibitor: qHTS Assay for Inhibitors of Human Galactokinase (GALK). Purified GALK, Kinase-Glo residual ATP luminescence. Potency, µM (series often up to 57.5 µM), for the others: at the highest dose activity change, negative = inhibition, actives largely listed as inhibitors. 0.007% of 270,000 active. AID 1868, 2009; note: potency is the fitted concentration of half-maximal effect; % is set by controls: 0 for no effect and ±100 for the full control effect
Target sequence (P51570 whole entry, looked up): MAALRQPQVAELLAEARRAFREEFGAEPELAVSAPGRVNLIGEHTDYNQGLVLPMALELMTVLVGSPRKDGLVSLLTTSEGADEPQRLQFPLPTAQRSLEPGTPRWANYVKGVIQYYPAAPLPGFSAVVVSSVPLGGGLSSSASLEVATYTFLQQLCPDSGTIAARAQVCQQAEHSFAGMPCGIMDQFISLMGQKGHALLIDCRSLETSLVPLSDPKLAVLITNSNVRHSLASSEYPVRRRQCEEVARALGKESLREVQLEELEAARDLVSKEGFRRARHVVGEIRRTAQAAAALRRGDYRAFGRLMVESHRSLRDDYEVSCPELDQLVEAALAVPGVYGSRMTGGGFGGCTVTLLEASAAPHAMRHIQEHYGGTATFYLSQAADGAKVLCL
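The enzyme phosphorylates galactose (100 uM) using ATP (35 uM); inhibition is detected as higher residual ATP, quantified by bioluminescence after 1 h reaction at room temperature, pH 8.0.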
ASM inhibitor: Inhibitors of Secretory Acid Sphingomyelinase (S-ASM): qHTS; placental ASM, HMU-PC fluorogenic substrate, 60 min; Potency, µM (titrated, usually from 57.5 µM), inactives show top-dose activity change, negative = inhibition, actives largely listed as inhibitors; 0.006% of 340,000 active; AID 504937, 2011; note: potency is the fitted concentration of half-maximal effect
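Steps: dispense placental human ASM, pin compound, wait 10 min at room temperature, add HMU-PC0 substrate at 9 uM final, incubate 60 min at 37 °C, add stop solution raising pH to 10, read fluorescence.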
TSHR antagonist: Antagonists of the Thyroid Stimulating Hormone Receptor: HTS campaign; Thyrotropin receptor (Homo sapiens), P16473; TSHR-expressing cells, TSH-stimulated cAMP HTRF, 2 h; stronger effect = lower value; activity change, negative = inhibition, % at 11.5 µM; 0.2% of 330,000 active; AID 504810, 2011;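 active = activity change below a set negative limit, meaning inhibition stronger than a set level, cut at about -70% in these data; inconclusive = activity change between two set negative limits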; note: % is set by controls: 0 for no effect and ±100 for the full control effect
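Freshly harvested TSHR cells receive pin-tooled compound, then EC80 TSH at 4nM final. After 2 hours at 37 deg C, antibody in lysis buffer and cAMP-d2 are added; 30 minutes at ambient temperature precede the HTRF read.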
MBNL1 CUG block: qHTS Assay for Inhibitors of MBNL1-poly(CUG) RNA binding; TR-FRET MBNL1-His/biotin-(CUG)12 binding, 665/545 ratio; Potency, µM (top dose mostly 57.5 µM), inactives show top-dose activity change, negative = inhibition, actives largely listed as inhibitors; 0.036% of 280,000 active; active = well fitted inhibition curve with a large enough effect in the signal ratio, with a control signal flat, not every such curve was filed as active; inconclusive = small, poorly fitted or top-dose-only effect, or effect the other way, or a change in a side signal; inactive = no such curve, though single readings can be large or run the other way; the % refers to the signal ratio; note: potency is the fitted concentration of half-maximal effect; % is set by controls: 0 for no effect and ±100 for the full control effect
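Compound titration spanned 92 nM–58 uM against the MBNL1-His/biotin-(CUG)12 complex. After 60 min at room temperature with 5 nM streptavidin-XL665 and 0.055 ng/ul terbium anti-His, ratiometric 665/545 nm emission (Ex 340 nm) normalized to controls.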
Chronic BCR inh: qHTS Assay to Find Inhibitors of Chronic Active B-Cell Receptor Signaling; AID 493014, 2011; 0.05% of 340,000 active; Potency, µM (highest dose often 46.1 µM), without a hit: at the highest dose ratio change, negative = lower green/red ratio, usual class: inhibitors; ABC-DLBCL IkBa-CBG/CBR reporter, luminescence ratio, 4 h; active = well fitted inhibition curve with a large enough effect in the signal ratio, with a control signal flat, not every such curve was filed as active; inconclusive = small, poorly fitted or top-dose-only effect, or effect the other way, or a change in a side signal; the % refers to the signal ratio;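 note: potency is the fitted concentration of half-maximal effect; plate controls were basal doxycycline-induced cells for no effect and cells given 10 µM MG132 for full effect; MG132 reads +100%, hits lower the ratio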
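Doxycycline induced both beetle luciferases in TMD8 lymphoma cells; IKK-driven degradation limits the IkappaBalpha-fused green signal, while red luminescence normalises for cell number and nonspecific effects. Compounds tested up to 46 uM, 4 hrs.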
PKM2 act: qHTS Assay for Activators of Human Muscle isoform 2 Pyruvate Kinase. Pyruvate kinase PKM (Homo sapiens), P14618. purified PKM2, Kinase-Glo ATP luminescence, activation; response scale: 0% is enzyme alone, no compound. Potency, µM (doses to about 57.5 µM), inactives show at the top dose activation, hits mostly activators. 0.34% of 260,000 active; note: potency is the fitted concentration of half-maximal effect; % is set by controls: 0 for no effect and ±100 for the full control effect; nearly all actives have a fitted effect of over 55% in size
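Purified hPK-M2 (>95% pure) converted ADP (0.1 mM final) to ATP with 0.5 mM PEP in 50 mM imidazole pH7.2, KCl, MgCl2, Tween 20, BSA; 1 h at room temperature. ATP detected by Kinase-Glo luminescence.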
Mito fusion act: qHTS Assay for Small Molecule Inhibitors of Mitochondrial Division or Activators of Mitochondrial Fusion; S. cerevisiae fusion-defective mutant growth rescue, CellTiterGlo 48 h; Potency, µM (titrated, usually from 46.1 µM), without a hit: top-dose growth rescue (activation), hits mostly activators; 0.23% of 320,000 active;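 note: potency is the fitted concentration of half-maximal effect; % of control where 0% means no effect; nearly all actives have a fitted effect of over 45% in size; temperature-sensitive fusion mutants such as fzo1-1 at 37 °C on non-fermentable ethanol glycerol medium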
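Growth-rescue viability read-out: after 48 h at the non-permissive 37C in glycerol/ethanol YPEG, yeast mitochondrial fusion mutants are measured by CellTiterGlo luminescence; compounds (23 nl pinned per well) restoring growth score as division inhibitors or fusion activators.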
USP2a inh: qHTS Assay for Inhibitors of Ubiquitin-specific Protease USP2a Using CHOP2 as the Reporter | Ubiquitin carboxyl-terminal hydrolase 2 (Homo sapiens), O75604 | USP2 core, Ub-CHOP2 coupled fluorogenic reporter, 485/531 | Potency, µM (doses to about 38.3 µM), inactives show top-dose activity change, negative = inhibition, most hits filed as inhibitors | 0.01% of 330,000 active | AID 463254, 2010;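 note: potency is the fitted concentration of half-maximal effect; plate controls were DMSO wells for no effect and full inhibition by NEM control for full effect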
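Cell-free coupled assay: 10nM USP2 core preincubated 30min RT with compound in Tris-HCl pH 8.0/CaCl2/CHAPS buffer, then 25nM Ub-CHOP2 and 25nM reporter substrate; fluorescence (Ex 485/Em 531) read after 60min RT, normalized to NEM inhibition, concentration-response curves fitted.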
An asterisk follows results filed as active; u = inconclusive; x = no result given; & = joins results of further samples; [ ] = another dose, or the depositor's remark. Unless noted, calls come from the whole dose curve; as a rule, active = well fitted curve in the direction sought with a large enough effect; inconclusive = small, poorly fitted or top-dose-only effect, or another doubt; inactive = no such curve, though single readings can be large; an effect the other way counts as inactive or inconclusive.

structure,KCNH2 WT inh,Menin-MLL TR inh,Eya2 phos inh,GALK inhibitor,ASM inhibitor,TSHR antagonist,MBNL1 CUG block,Chronic BCR inh,PKM2 act,Mito fusion act,USP2a inh
COC(=O)c1ccccc1NC(=O)CN1CCN(Cc2ccccc2)CC1,-47.2,u,3.1%,-3.0%,0.8%,-4.3,-6.1%,u,x,0.5%,0.5%
CC(C)(C)c1ccc(NC(=O)CCNC(=O)c2ccco2)cc1,-6.0,6.9%,-3.2%,-3.0%,7.2%,-10.4,0.0%,-8.8%,-3.0%,-2.7%,0.6%
CCOc1ccccc1N(C(=O)Nc1ccc(Cl)cc1)C1=NCCS1,-16.5,5.5%,-4.1%,-0.4%,-0.1%,-6.7,-9.5%,u,10.7%,-1.3%,1.2%
Nc1ncc([N+](=O)[O-])c(Oc2ccccc2F)n1,-27.8,x,0.5%,-2.3%,1.5%,-0.8,x,-5.0%,-3.9%,-1.9%,1.2%
COc1ccc(-c2nc(CS(=O)(=O)CC(=O)NC3CCC(C)CC3)c(C)o2)cc1 (configuration not stated),-19.4,-19.1%,8.8%,-0.5%,-11.9%,-34.0,-3.1%,0.4%,-0.1%,-5.1%,1.2%
COc1ccc(C(=O)Nc2ccc(Cn3ccnc3)cc2)cc1OC,-2.9,-16.7%,9.3%,-3.2%,-0.1%,0.7,1.3%,0.0%,2.3%,-1.6%,1.4%
COc1cc(NS(=O)(=O)c2ccc(NC(=S)NC(=O)c3ccc(Br)cc3)cc2)ncn1,28.6,x,4.7%,-1.0%,13.3%,-5.3,-5.7%,0.4%,x,-6.1%,2.2%
CC(=O)Nc1ccc(S(=O)(=O)N(C)CC(=O)OCC(=O)N2CC(C)OC(C)C2)cc1 (configuration not stated),-0.4,x,2.4%,x,3.7%,38.1,x,u,x,9.3%,2.7%
COc1ccc(CNC(=O)c2cc(=O)c3cc(C)c(C)cc3o2)cc1,-1.6,2.9%,-4.6%,7.0%,-1.1%,-8.9,-6.9%,0.9%,x,-8.4%,0.4%
COc1ccccc1CC(=O)Nc1cccc2c1CCCC2,7.5,19.4%,-4.6%,0.4%,2.5%,-13.9,x,3.8%,1.8%,-0.3%,3.4%
O=C(CCNC(=O)c1ccccc1Cl)Nc1ccc2c(c1)OCO2,1.1,1.9%,11.3%,-1.7%,2.0%,32.5,-6.4%,-11.0%,-20.0%,0.6%,1.5%
C/C(N)=C(/C#N)C(=O)CSc1nnnn1-c1ccc(C)cc1C,-0.3,2.2%,14.1%,3.7%,0.1%,-12.6,0.7%,-2.5%,11.4%,-0.4%,-0.9%
Cc1cccc(CS(=O)(=O)Cc2ccc(C(=O)NCCc3ccccc3)o2)c1,-2.8,-16.2%,3.0%,-2.5%,-2.9%,3.2,-4.9%,4.8%&-2.3%,x,2.3%,-2.5%
C=CC[C@@H](CC(=O)N(CCO)Cc1ccccc1)C(=O)N[C@H](COC(=O)[C@H](CC=C)CC(=O)OC(C)(C)C)Cc1c[nH]c2ccccc12,-1.7,x,-8.5%,x,-6.0%,-9.8,x,u,x,x,-11.1%
CCOC(=O)c1c[nH]c2c3c(ccc2c1=O)CCCC3,6.2,-9.1%,9.9%,0.2%,-1.8%,-7.6,-1.6%,-0.3%,-7.2%,2.1%,-0.7%
COc1ccc(Cl)cc1NC(=O)CN(C)S(=O)(=O)c1cccs1,-11.2,8.2%,-5.5%,0.1%,-0.7%,-0.6,-2.7%,0.3%,0.4%,18.1%,0.5%
Cc1ccc(NC(=O)CSc2nnnn2C2CCCC2)cc1S(=O)(=O)N1CCOCC1,-1.4,x,19.1%,x,2.6%,-10.0,x,-0.5%,x,2.3%,1.9%
O=C(CSc1ccc(Cl)cc1)c1ccco1,-1.0,u,4.9%,6.9%,-9.3%,5.3,20.6%,0.0%,12.7%,5.0%,-1.8%
COCc1nn2c(N)c(C#N)cnc2c1-c1ccccc1,0.8,-27.7%,-25.5%,0.3%,-0.1%,x,-2.0%,-0.5%,5.4%,4.5%,-1.5%
O=C(CN1C(=O)CSc2ccc(S(=O)(=O)N3CCOCC3)cc21)NCc1ccc(F)cc1,1.5,0.7%,2.5%,0.4%,-1.3%,0.8,-4.2%,6.9%,x,-2.3%,-1.4%
Cc1ccc(C(=O)Nc2ccccc2-c2ccccc2)cc1S(=O)(=O)Nc1cccc(C)c1C,-11.3,u,-0.7%,-1.1%,-13.6%,11.6,5.3%,16.5%,-1.2%,4.0%,1.4%
C=CCOc1ccc(C2NC(=S)NC(c3ccccc3)=C2C(C)=O)cc1OC (configuration not stated),-15.3,-3.1%,-14.8%,1.1%,-0.3%,-0.5,3.5%,-2.0%,1.0%,2.7%,1.1%
Cc1ccc(C(=O)O)c(C(=O)Nc2nc(C)cs2)c1,-7.9,16.1%,9.3%,1.4%,-2.6%,0.4,-6.3%,-2.4%,-2.4%,-0.4%,-1.4%
COc1ccccc1CCNS(=O)(=O)CCNC(=O)c1ccccc1,-11.3,x,9.7%,x,2.5%,-9.4,x,-0.2%,x,0.3%,-1.0%
O=C1C=C(O)CC(c2ccco2)C1 (configuration not stated),9.0,-0.3%,6.4%,0.0%,-1.8%,-3.2,-7.0%,17.7%,-5.1%,-2.2%,1.3%
O=C(NCCc1ccccn1)c1ccc(S(=O)(=O)N2CCCCCC2)cc1,-4.1,-5.1%,0.7%,-0.9%,5.1%,2.7,-6.0%,-0.4%,-4.9%,1.7%,1.0%
Cn1nnnc1SCC(=O)N1CCCc2ccccc21,4.9,73.7%[activator],-5.1%,0.0%,1.0%,-2.0,14.6%,-8.9%,-6.7%,-2.2%,2.1%
CN(C)c1cccc2c(C=C(C#N)C#N)ccc(N(C)C)c12,-0.1,-6.3%,-7.3%,2.3%,-19.5%,4.3,u,5.6%,-10.9%,-2.4%,3.9%
COc1ccc(NC(=S)NCc2ccc(S(N)(=O)=O)cc2)c(OC)c1,-13.2,-1.2%,-1.7%,-4.1%,-0.4%,12.7,u,-20.4%,3.6%,-0.9%,-1.6%
COc1cc(/C=C2/C(=O)NN(c3ccc(Cl)cc3)C2=O)cc(Br)c1O,0.8,u,-2.9%,-2.4%,-7.4%,-1.6,0.5%,-0.3%,1.9%,-12.6%,-1.6%
COc1ccc(C(NC(=O)c2cc(OC)ccc2OC)c2ccccc2)cc1 (configuration not stated),-1.7,12.5%,-14.4%,7.7%,-5.0%,-2.9,-3.9%,u,3.3%,u,-6.7%
CSc1cccc(NC(=O)Nc2nc3c(C)cccc3s2)c1,-17.0,u,u,-0.4%,-1.8%,25.6,-11.9%,u,0.7%,-2.1%,-5.9%
Cc1ccc(N2CCN(CC3CC=CCC3)CC2)cc1 (configuration not stated),43.6,-11.6%,15.0%[15.4 µM],2.6%,4.3%,4.9,2.3%,u,-18.0%,-0.6%,3.2%

Only part of the results is shown; count on the stated rates, not on these rows.
